# Assay outcomes as filed in PubChem BioAssay.
# TcdB GH inh = TcdB glycohydrolase inhibitors, primary screen, biochemical, single point, plate reader; TcdB glycohydrolase enzymatic assay; inhibition, % at 9.99 µM; 350,000 compounds, 0.24% hits; AID 652162, 2013; in the data active = inhibition above about 10%
# MazF activator = activators of E. coli MazEF toxin-antitoxin RNase, primary screen, biochemical, fluorescence, uHTS | FAM/BHQ RNA-DNA oligo cleavage fluorescence, 5 h | activation, % at 20 µM | 350,000 compounds, 0.32% hits | AID 504720, 2011; in the data active = activation above about 50%
# Target sequence (P0AE70 whole entry, looked up): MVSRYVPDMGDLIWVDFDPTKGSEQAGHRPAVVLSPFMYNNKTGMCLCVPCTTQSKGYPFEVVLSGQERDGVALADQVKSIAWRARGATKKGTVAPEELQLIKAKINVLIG
# Rv3671c protease = Rv3671c serine protease inhibitors, primary screen, biochemical, fluorescence polarization, M. tuberculosis H37Rv. P9WHR9. 320,000 compounds, 0.048% hits. inhibition, % at 5.96 µM; in the data active = inhibition above about 38%;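 note: extracellular domain of Rv3671c used as enzyme; 0% = enzyme with DMSO and 100% = no enzyme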
# Anthrax LF inh2 = Bacillus anthracis LF protease inhibitors, primary screen, biochemical, multiplex microsphere, MLPCN library. 360,000 compounds, 0.12% hits. Lethal factor (Bacillus anthracis), P15917. multiplex microsphere protease cleavage assay. inhibition, % at 10 µM; in the data active = inhibition above about 30%; inconclusive = no clear call, values can overlap the other calls; note: plate controls were buffer without enzyme for full effect and enzyme alone for no effect
# Target sequence (P15917 whole entry, looked up): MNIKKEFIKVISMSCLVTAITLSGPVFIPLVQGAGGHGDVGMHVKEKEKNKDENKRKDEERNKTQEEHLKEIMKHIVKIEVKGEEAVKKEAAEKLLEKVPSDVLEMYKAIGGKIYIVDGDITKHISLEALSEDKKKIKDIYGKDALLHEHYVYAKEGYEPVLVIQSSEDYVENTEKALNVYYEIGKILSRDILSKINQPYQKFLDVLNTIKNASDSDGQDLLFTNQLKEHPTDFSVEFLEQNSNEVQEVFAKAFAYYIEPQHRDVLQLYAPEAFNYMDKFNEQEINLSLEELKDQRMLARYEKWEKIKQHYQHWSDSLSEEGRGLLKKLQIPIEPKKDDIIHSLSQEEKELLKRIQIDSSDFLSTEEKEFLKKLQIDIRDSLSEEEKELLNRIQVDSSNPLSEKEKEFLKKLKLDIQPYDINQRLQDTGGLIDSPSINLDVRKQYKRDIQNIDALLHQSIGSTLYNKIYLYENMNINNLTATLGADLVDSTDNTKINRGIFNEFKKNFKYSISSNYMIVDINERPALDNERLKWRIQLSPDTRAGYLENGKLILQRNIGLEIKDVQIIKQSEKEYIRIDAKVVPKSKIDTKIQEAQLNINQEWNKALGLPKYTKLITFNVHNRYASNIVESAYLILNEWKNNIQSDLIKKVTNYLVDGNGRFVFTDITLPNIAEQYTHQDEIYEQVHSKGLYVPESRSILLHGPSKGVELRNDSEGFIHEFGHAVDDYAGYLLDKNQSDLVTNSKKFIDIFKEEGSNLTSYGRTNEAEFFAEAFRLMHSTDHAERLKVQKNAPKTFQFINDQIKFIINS
# SSB-PriA inh = inhibitors of Klebsiella pneumoniae PriA binding to SSB C-terminal tail, primary screen, biochemical, AlphaScreen. 430,000 compounds, 0.6% hits. AlphaScreen SSBct-PriA binding, biotinylated peptide. PriA–SSB C-terminal tail interaction (Klebsiella pneumoniae). inhibition, % at 33 µM; in the data active = inhibition mostly above about 37%, no sharp cut-off; inactive = mostly below about 20%;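 note: plate controls were negative control peptide for no effect and reference peptide for full effect; strong numbers were not always called active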
# Vc quorum ag = inducers of Vibrio cholerae quorum light production without autoinducers, primary screen, BH1578 luxS cqsA deficient, single point; activation, % at 18.7 µM; AID 588436, 2011; V. cholerae BH1578 lux reporter, luminescence, 6 h; 350,000 compounds, 0.16% hits; in the data active = activation mostly above about 9.7%, no sharp cut-off; inconclusive = no clear call, values can overlap the other calls; inactive = mostly below about 3.7%; note: not every result past the cut was called active; inactives centre near 0; reference of the scale not given here
# PfHsp40 rescue = rescue of yeast from PfHsp40 toxicity, primary screen, S. cerevisiae, ATP luminescence; 340,000 compounds, 0.68% hits; growth rescue, % at 12.5 µM; S. cerevisiae expressing PfHsp40, growth rescue; in the data active = growth rescue above about 28%, passing the limit was not always enough; inconclusive = no clear call, values can overlap the other calls;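 note: yeast W303a lacking pdr1 and pdr3 grown in galactose medium; growth measured after three days at 30 °C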
# 3CLpro inhibitor = SARS-CoV 3CLpro protease inhibitors, primary screen, biochemical, quenched FRET; Replicase polyprotein 1ab (Severe acute respiratory syndrome coronavirus), P0C6X7; recombinant SARS-CoV 3CLpro, quenched FRET peptide cleavage; inhibition, % at 6 µM; 290,000 compounds, 0.14% hits; in the data active = inhibition above about 12%
# VHR inh abs = VHR1 phosphatase inhibitors, primary screen, biochemical, absorbance, uHTS; Dual specificity protein phosphatase 3 (Homo sapiens), P51452; recombinant VHR phosphatase, pNPP absorbance; inhibition, % at 13.3 µM; 290,000 compounds, 0.52% hits; AID 1654, 2009; in the data active = inhibition above about 50%; note: some compounds called inactive have numbers as strong as hits
# Target sequence (P51452 whole entry, looked up): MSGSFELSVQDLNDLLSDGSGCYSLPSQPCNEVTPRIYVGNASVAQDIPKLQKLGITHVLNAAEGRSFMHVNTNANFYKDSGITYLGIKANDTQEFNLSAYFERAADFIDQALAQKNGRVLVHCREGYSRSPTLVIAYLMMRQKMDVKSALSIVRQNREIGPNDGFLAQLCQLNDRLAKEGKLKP
# Yp Topo-I inh = Yersinia pestis topoisomerase I inhibitors, primary screen, biochemical, cleavage product accumulation, plate reader, single point. AID 504884, 2011. activity, % at 10 µM. 360,000 compounds, 0.064% hits. DNA topoisomerase I (Yersinia pestis CO92). Y. pestis Topo-I cleavage product accumulation; in the data active = activity above about 50%, passing the limit was not always enough; inconclusive = no clear call, values can overlap the other calls; note: inactives centre near 2
# * hit, by the source's call; i = inactive; ? = inconclusive; · = not tested or not shown; & = joins results of further samples.
# A first look (4 entries):
SMILES,TcdB GH inh,MazF activator,Rv3671c protease,Anthrax LF inh2,SSB-PriA inh,Vc quorum ag,PfHsp40 rescue,3CLpro inhibitor,VHR inh abs,Yp Topo-I inh
O=C(CCc1nc2sc3c(c2c(=O)[nH]1)CCCC3)NCC(=O)Nc1ccccc1Br,-11,-8,-8,-1,8,i,-2.0,·,·,6
CCc1ccccc1OCCCCN1CCCCC1,1.5,3,0,-10,-4,i,-1.2,0,49,-4
Cc1ccccc1NC(=O)Cc1nc(CN(C)CC(=O)Nc2cccc(F)c2)cs1,0.4,7,-7,1,4,-2.1,-0.8,·,·,11
CCN(CC)C(=O)C1CCCc2c1[nH]c1ccc(Cl)cc21 (stereo not given),1.4,-6,1,-10,-5,-0.2,11,-3,-8,8

# All compounds of this part (from the top)
SMILES,TcdB GH inh,MazF activator,Rv3671c protease,Anthrax LF inh2,SSB-PriA inh,Vc quorum ag,PfHsp40 rescue,3CLpro inhibitor,VHR inh abs,Yp Topo-I inh
O=C(CCc1nc2sc3c(c2c(=O)[nH]1)CCCC3)NCC(=O)Nc1ccccc1Br,-11,-8,-8,-1,8,i,-2.0,·,·,6
CCc1ccccc1OCCCCN1CCCCC1,1.5,3,0,-10,-4,i,-1.2,0,49,-4
Cc1ccccc1NC(=O)Cc1nc(CN(C)CC(=O)Nc2cccc(F)c2)cs1,0.4,7,-7,1,4,-2.1,-0.8,·,·,11
CCN(CC)C(=O)C1CCCc2c1[nH]c1ccc(Cl)cc21 (stereo not given),1.4,-6,1,-10,-5,-0.2,11,-3,-8,8
Cc1ccc(NC(C(=O)c2ccccc2)c2ccccc2)cc1 (stereo not given),0.1,1,·,-2,-2,-2.9,0.2,·,·,7
Nc1[nH]c(N=NC(=O)c2ccccc2O)c2ccccc12,·,-1,-3,-2,10,-0.6,0.8,2,-4,-1
CCOC(=O)C1CN(S(=O)(=O)c2ccc(OC)cc2)c2cc(S(=O)(=O)CC)ccc2O1 (stereo not given),·,-1,-37,-2,10,i,-1.3,-2,21,-8
O=C(Nc1ccccc1C(F)(F)F)NC1(C(=O)N2CCOCC2)CCCCC1,0.5,-13,·,-4,-3,-3.2,2.5,·,·,1
Cc1cccc(CN(Nc2ccccc2)c2ccccc2)n1,-5.7,-6,·,-6,·,i,·,·,·,3
COc1ccccc1CC(=O)Nc1ccc(S(=O)(=O)N2CCCC2)cc1,0.4,5,6,-1,-1,-0.4,0.1,1,12,15
Cc1cc(C)n(-c2cc(-n3nc(C)cc3C)ncn2)n1,·,12,-2,-3,-16,-1.7,-0.1,3,-3,-1
CC(=O)NCCc1nc2cc(NC(=O)COc3ccc(C)cc3)ccc2n1C,-0.5,10,-2,2,-2,-0.5,0.2,-2,26,-3
CC(=O)NC(Cc1ccccc1C)C(=O)NC1CCN(c2ncccc2[N+](=O)[O-])CC1 (stereo not given),1.5,·,8,·,·,·,·,2,-1,·
Cc1ccc(OCCNC(=O)c2cccc(Oc3ccc(C(F)(F)F)cc3[N+](=O)[O-])c2)cc1,·,-2,-24,-1,10,0.3,1.2,6,-2,0
COc1ccc(Cc2nc3ccccc3c(=O)n2N)cc1OC,1.5,4,-2,-6,-12,-0.9,0.0,·,·,-2
CCOC(=O)N1CCC(Nc2nc3ccccc3n3cnnc23)CC1,-7.2,10,-2,6,-12,-0.3,-0.3,-5,·,9
COc1ccccc1NC(=O)c1ccccc1NC(=O)c1ccccc1C(=O)O,1.8,11,12,-15,-3,-0.3,0.0,-3,15,3
COc1ccccc1C(=O)NNC(=O)c1nn(Cc2ccccc2)c(=O)c2ccccc12,0.3,-6,4,3,-9,-1.1,2.4,3,22,11
COc1ccc(C(=O)Nc2ccnn2C2CCN(Cc3cn(C)nc3C)CC2)cc1,0.5,-14,-6,2,-9,i,0.5,-4,22,-8
O=C(COC(=O)CCSc1ccc(Cl)cc1)NCc1ccc(Cl)cc1,-0.3,-5,-11,0,-14,i,1.0,1,-7,40
COc1ccc(NC(=O)CN(C)C(=O)CN2C(=O)C3CCCCC3C2=O)cc1 (stereo not given),-0.8,3,-3,4,-1,-14,0.1,·,·,-11
CCOc1ccccc1NC(=O)COc1ccc(S(=O)(=O)N2CCCC2)cc1,-0.7,6,7,-3,-5,-0.2,0.9,4,-8,27
CCCCN1CC(O)=C(c2nc(-c3ccc(Cl)cc3)cs2)C1=N,·,12,-2,-6,-3,-0.7,-0.2,5,17,-10
CC(=O)c1sc(NC(=O)CCCc2nc3ccccc3c(=O)[nH]2)nc1-c1ccccc1,1.9,-2,-13,-6,0,-4.2,-0.1,·,·,9
O=C1CNC(=S)N1c1nc(-c2ccccc2)cs1,0.5,-18,-6,-2,-19,-2.5,-0.4,1,5,5
CS(=O)(=O)N(CC(=O)Nc1ccc(C(N)=O)cc1)C1CCCCC1,·,5,-11,-15,6,-0.4,0.8,-1,16,-4
CN(C)c1ccc(/C=C/c2cc[n+](C)c3ccccc23)cc1,-0.3&7.8,7&10,·,?,19,0.1,?,-4,17,-43&-39
CCCCCN(C(=O)CCC(=O)OCc1ccccc1F)c1c(N)n(CCCC)c(=O)[nH]c1=O,-5.0,-2,2,-4,27,i,-0.3,·,·,-1
O=C(O)C1CC1C(=O)Nc1cc(F)ccc1F (stereo not given),1.4,12,0,-8,-5,-0.6,0.0,4,-17,5
Cc1cccc(C(=O)NCC(=O)NCC(c2cccs2)N2CCOCC2)c1 (stereo not given),1.6,-2,5,-3,6,-0.7,-1.4,·,·,6
CC1CCN(C(=O)C2CCC(=O)N(Cc3ccc(Cl)cc3)C2)CC1 (stereo not given),-0.5,2,-8,-2,-12,-0.2,0.2,-3,-20,-7
Cn1c(N)c(C(C[N+](=O)[O-])c2c(F)cccc2Cl)c(=O)n(C)c1=O (stereo not given),-5.5,16,3,12,0,-0.3,-1.1,1,4,-9
Clc1ccc(Sc2ccccn2)cc1,0.1,-24,8,-2,-31,i,-0.9,9,-6,2
Cc1ccc(N2C(=O)CS(=O)C(c3ccccc3)C2=O)cc1C (stereo not given),1.1,10,-11,1,-3,-1.0,-0.8,6,17,2
Oc1ccc2c(c1)c1c3n2CCNC3CCC1 (stereo not given),0.8,14,1,-8,0,-6.2,-2.2,2,0,-15
COc1cc(S(=O)(=O)N(C)Cc2ccc3c(c2)OCCO3)ccc1NC(C)=O,1.7,8,4,-2,6,-1.3,1.0,·,·,-4
CCOC(=O)N1CCC(NC(=O)C2CCCN(c3nc4ccccc4o3)C2)CC1 (stereo not given),·,3,4,2,-10,-0.3,-1.3,2,14,5
Cc1ccc(CCNS(=O)(=O)c2cc3c(cc2Cl)NC(=O)CO3)cc1,-0.4,-3,-7,-6,-6,0.2,0.2,0,17,3
CCCCCn1cc(C(=O)C(=O)N2CCOCC2)c2ccccc21,0.5,3,-14,1,-3,i,0.8,1,-40,4
CCCCN(C)CCNC(=O)CN1C(=O)CSc2ccc(S(=O)(=O)N3CCOCC3)cc21,2.3,3,0,-1,-1,i,-0.7,1,-4,1
COc1cc(CC(=O)O)ccc1O,-4.0,-9,5,-4,-3,-0.4,-2.3,·,-1,7
CN(c1ccccc1)S(=O)(=O)c1cc(C(=O)OCC(=O)N2CCN(C(=O)c3ccco3)CC2)ccc1Cl,·,0,-2,-7,-8,-1.5,-1.2,6,20,22
C=C(C)CC1N(c2cccc(OC)c2)C(=O)C2C(C(=O)O)C3C=CC21O3 (stereo not given),0.0,8,-2,0,1,-0.2,0.6,-4,9,11
OCC(Cc1ccccc1)Nc1c2ccccc2nc2ccccc12 (stereo not given),·,12,-10,4,-16,-0.1,-1.0,1,3,-11
CN(Cc1c(C(=O)N/N=C/c2c(F)cccc2Cl)nnn1-c1nonc1N)c1ccccc1,1.7,-10,-36,1,·,-0.4,6.1,7,-13,2
COc1ccc(C(=O)NC(=S)Nc2cccc3nc(C)ccc23)cc1OC,0.3,0,-3,·,8,-0.4,·,2,16,5
CN(C)S(=O)(=O)c1cccc(N2C(=O)CC3(CCCCC3)CC2=O)c1,0.7,-4,7,-2,-8,-0.3,0.4,-10,-2,20
Cc1cccc(NC(=O)CNC(=O)COC(=O)C2CC2C)c1C (stereo not given),1.3,7,7,-3,1,-7.1,-2.4,·,·,5
Cn1nc(C(=O)OCC(=O)NCc2ccc(Cl)cc2Cl)c2ccccc2c1=O,-0.2,-10,·,4,·,i,·,·,·,3
CC1(C)Oc2cc3oc(C(=O)O)cc(=O)c3cc2-c2ccccc21,2.7,2,·,-2,·,i,·,·,·,12
COc1ccc(NCC(=O)Nc2c(C)cccc2C)cc1S(=O)(=O)N1CCOCC1,0.5,3,·,-3,·,-5.6,·,·,·,-2
CC1(C(=O)NCc2ccccc2Br)CCN1Cc1c(F)cccc1F (stereo not given),0.3,·,·,-4,·,-0.6,·,·,·,30
CC1CCc2nn(CC(=O)NCc3ccc4c(c3)OCO4)cc2C1 (stereo not given),2.7,8,0,-9,-13,-0.2,-0.4,0,5,12
COc1cc2c(C)nc3onc(-c4ccccc4)c3c2cc1OC,·,16,-2,4,-2,·,-0.4,0,6,-2
CC1CCc2cc(F)ccc2N1C(=O)CSc1nnc2c3ccccc3n(C)c2n1 (stereo not given),1.1,4,7,-2,-2,-0.5,2.8,1,8,2
Cc1ccc(NC(=O)CCNS(=O)(=O)c2ccccc2)cc1S(=O)(=O)N1CCOCC1,2.2,11,-8,0,1,-0.7,0.2,·,·,5
COc1ccc(N/C=C(\C=C\C#N)S(=O)(=O)c2ccccc2)cc1,0.1,2,0,5,-8,i,-1.3,-3,16,17
Cc1ccc(CCNC(=O)C2CCN(S(=O)(=O)c3ccc4c(c3)oc(=O)n4C)CC2)cc1,2.2,4,1,2,1,-0.2,1.5,1,2,12
CCOC(=O)c1c(-c2ccccc2)csc1NC(=O)c1cc(-c2ccccc2OC)on1,1.6,-44,11,-3,-3,-0.4,-2.0,·,·,2
O=C(/C=C/c1ccco1)NCc1ccc2c(c1)OCO2,0.9,-4,-6,-1,3,7.3,6.5,3,18,-9

# (cont.)
SMILES,TcdB GH inh,MazF activator,Rv3671c protease,Anthrax LF inh2,SSB-PriA inh,Vc quorum ag,PfHsp40 rescue,3CLpro inhibitor,VHR inh abs,Yp Topo-I inh
COc1ccc(-n2c(C)cc(C(=O)CSc3nnc(-c4ccoc4C)n3C)c2C)cc1,·,4,-2,-4,13,-1.3,2.8,1,14,29
O=C(O)Cc1c[nH]c2cccc(O)c12,-2.9,6,16,2,0,-0.4,-0.4,-1,44,-14
COc1ccc(-c2nc(SC(CC(=O)NCc3ccccc3)c3ccc(OC)c(OC)c3)n[nH]2)cc1 (stereo not given),0.9,-5,-6,-1,3,·,1.2,4,3,12
CCCn1c(C)cc(C(=O)COC(=O)c2cc(S(=O)(=O)NCC(C)C)c(Cl)cc2Cl)c1C,·,-6,-17,-5,-1,i,2.3,4,31,-1
COc1ccc(CCNC(=O)Cn2cc(C(F)(F)F)cc(Cl)c2=O)cc1,0.6,-7,2,-2,-25,-0.3,0.8,0,-4,1
O=C1C2CCCN2C(c2ccccc2)N1c1ccccn1 (stereo not given),·,1,2,12,-16,·,-0.1,0,29,-5
c1ccc(-c2nnsc2-c2ccccc2)cc1,-1.1,1,-6,12,-27,0.0,0.1,-3,87,10

# Some of the compounds tested; rates above refer to the full screens.
